Assay outcomes deposited in PubChem BioAssay by several laboratories.
West Nile antiviral: West Nile virus antiviral activity, cell-based, CPE readout (AID 1621) | West Nile virus-infected cells, CPE inhibition; higher % means a stronger effect | CPE inhibition, % at 10 µM; hits with a dose series show IC50 in µM | 290,000 tested, 0.02% active; in the data active means a potency from the dose series; inconclusive means CPE inhibition mostly from about 3.7% at the one dose, without a potency; inactive means the rest, 99 in 100 with CPE inhibition below about 2.2%; further: strong numbers were not always called active
RSV CPE inhibition: RSV antiviral activity via CPE protection, HEp-2 cells, primary 10 µM value included (AID 2391); HEp-2 cells, RSV-induced CPE inhibition; higher % means a stronger effect; CPE inhibition, % at 10 µM, or IC50 in µM where a hit was titrated; 310,000 tested, 0.13% active; in the data active means a potency from the dose series; inconclusive means CPE inhibition mostly from about 23% at the one dose, without a potency; inactive means the rest, 99 in 100 with CPE inhibition below about 21%; further: strong numbers were not always called active
T cell HTS: modulators of CD8 T cell-vesicle binding, primary screen, mouse 2C CD8+ T cells, flow cytometry. 2C CD8+ T cell-vesicle binding; hits give low values. calls only at 7 µM. 330,000 tested, 0.068% active. AID 2052, 2009;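 active means response, share of CD8 T cells binding vesicles, and their 90th percentile fluorescence all below set limits, cut at about 80% in these data, passing the limit was not always enough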
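Assay system: 2C TCR transgenic mouse naive CD8+ T cells, MACS-purified | Read-out: CD8+ gate FL2 mean fluorescence as % of same-row positive control | Signal: High-throughput flow cytometry with anti-B7-1 and anti-CD8 staining | Timing: Binding step 1.5 h, 37 °C, antibody labelling 20 min, ice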
SV40 large T antigen: SV40 large T antigen inhibitors, biochemical (AID 1903); inhibition, % at 20 µM; hits with a dose series show IC50 in µM; SV40 large T antigen ATPase/helicase inhibition assay; higher % means a stronger effect; 310,000 tested, 0.39% active; in the data active means a potency from the dose series; inconclusive means inhibition mostly from about 32% at the one dose, without a potency; inactive means the rest, 99 in 100 with inhibition below about 32%; further: strong numbers were not always called active
Dengue-2 NS5 capping: Dengue-2 NS5 methyltransferase inhibitors, primary screen, biochemical, confirmation dose response (AID 588689); Genome polyprotein (Dengue virus type 2 (strain 16681-PDK53)); Dengue-2 NS5 methyltransferase capping enzyme assay, biochemical; higher % means a stronger effect; inhibition, % at 25 µM; hits with a dose series show IC50 in µM; 340,000 tested, 0.3% active; in the data active means a potency from the dose series; inconclusive means inhibition above about 29% without an active follow-up result
UTI89 phage lysis: inhibition of K1F phage lysis, E. coli UTI89, bacterial capsule biogenesis inhibitors, alamar blue (AID 488966) | E. coli UTI89 K1F phage lysis, alamar blue, 2 h; higher % means a stronger effect | one-dose inhibition, % at 100 µM; IC50 in µM for titrated hits | 340,000 tested, 0.02% active;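 active means phage lysis inhibition, versus mean bacterial control, above a set limit; inconclusive means no clear call, values can overlap the other calls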;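 further: capsule biogenesis inhibitors block K1F phage lysis so surviving cells raise fluorescence; higher fluorescence means more inhibition of phage lysis; actives were called in the ten point dose series up to 300 µM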
MgcRacGAP inhibition: MgcRacGAP GTPase-activating activity inhibitors, confirmation, biochemical, ADP Hunter fluorescence. Rac GTPase-activating protein 1 (Homo sapiens). MgcRacGAP-stimulated Rac1 GTP hydrolysis, ADP Hunter fluorescence; higher % means a stronger effect; GST-tagged Rac1 F28L mutant substrate. inhibition, % at 30 µM; hits with a dose series show IC50 in µM. 340,000 tested, 0.6% active. AID 624330, 2012;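 active means first-screen hits whose inhibition reached a set limit at any dose in the follow-up dose series; inconclusive means inhibition above the set first-screen limit but never retested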;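 further: fluorescence reports GDP produced by GAP-driven GTP hydrolysis; strong numbers were not always called active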
Salmonella PhoP GFP: inhibitors of PhoP regulon expression, primary screen, Salmonella Typhimurium, GFP reporter (AID 1863) | one-dose inhibition, % at 50 µM; IC50 in µM for titrated hits | 300,000 tested, 0.16% active | S. Typhimurium PhoP-regulated promoter GFP reporter, 4 h; higher % means a stronger effect;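 active means inhibition over 29.93%, a cutoff 3 SD above the screen mean, later confirmed by dose response; inconclusive means inhibition over 29.93% but no dose response follow-up; inactive means inhibition at most 29.93% or unconfirmed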;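 further: 0% = low Mg2+ inducing control and 100% = high Mg2+ repressing control; strong numbers were not always called active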
NTR1 ag: agonists of NTR1, primary screen, imaging, U2OS cells, beta-arrestin-GFP, high content (AID 493036); 330,000 tested, 0.17% active; activation, % at 20 µM; NTR1-U2OS beta-arrestin-GFP spot imaging, agonist mode;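 active means activation at or above 40% of the spot to cytoplasm intensity ratio, with at least 20 cells analyzed; inconclusive means wells under 20 cells, flagged as cytotoxic or low count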;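 further: 0% = DMSO without peptide and 100% = 100 nM NTR1 peptide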
Target sequence (P30989 whole entry, looked up): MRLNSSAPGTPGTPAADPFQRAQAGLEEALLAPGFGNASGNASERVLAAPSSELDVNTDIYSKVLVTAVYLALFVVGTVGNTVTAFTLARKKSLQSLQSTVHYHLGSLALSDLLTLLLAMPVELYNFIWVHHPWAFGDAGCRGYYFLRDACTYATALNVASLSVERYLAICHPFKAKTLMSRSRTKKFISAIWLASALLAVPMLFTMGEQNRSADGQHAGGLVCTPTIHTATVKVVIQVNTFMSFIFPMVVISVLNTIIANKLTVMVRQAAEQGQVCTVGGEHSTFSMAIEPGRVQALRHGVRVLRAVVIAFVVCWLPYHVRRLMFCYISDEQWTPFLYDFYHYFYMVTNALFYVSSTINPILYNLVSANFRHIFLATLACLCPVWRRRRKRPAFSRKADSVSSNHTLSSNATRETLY
T cell HTS vesicle-bound %: recorded beside T cell HTS, whose call it bears; double positive events, %; measured here: CD8+ vesicle-bound cell fraction;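 binding gate set so that unloaded-vesicle control wells show 10% double positive cells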
NTR1 ag cell count 20 µM: second read-out of NTR1 ag, no call of its own (marks repeat the call); cell count; measured here: cell count, cytotoxicity flag
Dengue-2 NS5 capping pilot replicate: also measured in Dengue-2 NS5 capping; calls as there; inhibition, %; measured here: pilot screen replicate inhibition
Active calls of the source: *; i = inactive; ? = inconclusive; . = no result given; [ ] = dose if it differs, or a comment. No enrichment for hits; any-hit rate near 1.5%.

Sample of the layout (2 entries):
SMILES | West Nile antiviral | RSV CPE inhibition | T cell HTS | T cell HTS vesicle-bound % | SV40 large T antigen | Dengue-2 NS5 capping | UTI89 phage lysis | MgcRacGAP inhibition | Salmonella PhoP GFP | NTR1 ag | NTR1 ag cell count 20 µM | others
OCCC1CN(Cc2c(F)cccc2Cl)CCN1C1CCCC1 (centres undefined) | -0.5% | -1.7% | i | 37 | 2% | 5% | 0.2% | 13% | 0% | 0.6 | 65
Cc1cc(C)c(S(=O)(=O)N2CCC(C(=O)NCc3ccc(Cl)cc3Cl)CC2)c(C)c1 | 0.0% | ? | i | 19 | 5% | -1% | 0.1% | -8% | -2% | 4.2 | 63

The whole of this part, from the first entry:
SMILES | West Nile antiviral | RSV CPE inhibition | T cell HTS | T cell HTS vesicle-bound % | SV40 large T antigen | Dengue-2 NS5 capping | UTI89 phage lysis | MgcRacGAP inhibition | Salmonella PhoP GFP | NTR1 ag | NTR1 ag cell count 20 µM | others
OCCC1CN(Cc2c(F)cccc2Cl)CCN1C1CCCC1 (centres undefined) | -0.5% | -1.7% | i | 37 | 2% | 5% | 0.2% | 13% | 0% | 0.6 | 65
Cc1cc(C)c(S(=O)(=O)N2CCC(C(=O)NCc3ccc(Cl)cc3Cl)CC2)c(C)c1 | 0.0% | ? | i | 19 | 5% | -1% | 0.1% | -8% | -2% | 4.2 | 63
O=C(Nc1ccccn1)Nc1cccs1 | -0.3% | -0.8% | i | 16 | 15% | -4% | 0.0% | 4% | 8% | 0.6 | 65
CC1Cc2cc(/C(O)=C3/C(=O)C(=O)N(CCCn4ccnc4)C3c3ccco3)ccc2O1 (centres undefined) | 0.2% | 1.5% | i | 46 | -3% | 4% | 0.4% | 11% | 10% | 0.6 | 48
C=CCNC(=S)NNC(=O)C(CCCC)CC(C)(C)O (centres undefined) | -0.3% | -0.9% | i | 32 | 11% | -3% | -0.7% | 2% | -3% | 0.5 | 53
CCOCCCN(C(=O)CCC(=O)Nc1cc(C)on1)C(C(=O)NC(C)(C)CC)c1cccc(OC)c1OC (centres undefined) | -0.7% | 0.7% | i | 31 | 18% | -6% | -0.1% | 4% | 3% | 0.5 | 52
CN1CCN(S(=O)(=O)c2ccc(N3CCN(c4ccccc4Cl)CC3)nc2)CC1 | . | 0.4% | i | 45 | . | -1% | 0.8%[50 µM] | 4% | . | -1.1 | 57
CC(C)NC(=O)CSc1nnc(-c2ccncc2)n1-c1ccccc1 | -0.3% | 1.8% | i | 33 | -3% | -4% | 0.7% | 7% | 5% | -1.2 | 72
CCCNC(=O)c1ccc(COc2cccc3ccccc23)o1 | -1.2% | 5.8% | i | 44 | 12% | -4% | 0.0% | 11% | -9% | 6.9 | 58
CCC(C)NC(=O)CN(c1cc(Cl)cc(Cl)c1)S(C)(=O)=O (centres undefined) | -0.7% | 2.1% | i | 28 | . | -5% | -1.4% | -2% | . | -0.7 | 32
Cc1ccc(S(=O)(=O)N2CCN(C(=O)COC(=O)C3CC3C)CC2)c(C)c1 (centres undefined) | . | -0.2% | i | 46 | . | -2% | 0.9%[50 µM] | 8% | . | 0.5 | 62
O=C(Nc1ccccc1C(F)(F)F)Nc1cccc2ccccc12 | 0.0% | -0.4% | i | 58 | 11% | -1% | 2.7% | 7% | 4% | 3.1 | 65
C=CC[C@H](CC(=O)NCCO)C(=O)N[C@@H](COC(=O)[C@H](CC=C)CC(=O)OC(C)(C)C)Cc1c[nH]c2ccccc12 | . | . | i | 6 | . | -3% | 0.9% | 6% | . | -1.2 | 49
O=C(CSCSCC(=O)Nc1ccc2c(c1)OCO2)Nc1ccc2c(c1)OCO2 | -1.2% | 1.4% | . | . | 7% | 1% | 4.5% | 3% | 8% | -0.3 | 40
Cc1ccc(S(=O)(=O)NCC(=O)N(CC(=O)NCC2CCCO2)Cc2ccc(Cl)cc2)cc1 (centres undefined) | -0.7% | 0.5% | i | 20 | -5% | -15% | 0.4% | 6% | 8% | -0.7 | 49
Cc1ccc(S(=O)(=O)NCCC(=O)Nc2ccc3c(c2)OCO3)cc1 | -0.5% | 2.1% | i | 47 | -3% | -6% | 0.5% | 1% | -5% | 1.2 | 34
Cc1noc(C)c1C(=O)OCC(=O)Nc1ccc(C(N)=O)cc1 | 0.3% | 0.6% | i | 36 | -2% | -9% | 0.6% | -3% | -2% | 1.9 | 66
CCN(CC)C(=S)Nc1ccc2nc3n(c(=O)c2c1)CCCCC3 | 0.1% | -1.8% | i | 60 | 0% | -5% | 0.1% | 3% | 6% | 0.0 | 54
Cc1ccc(CNC(=O)CCSCc2ccccc2C)cc1 | -0.1% | -2.2% | i | 44 | 12% | -6% | 1.1% | 6% | -3% | 0.5 | 68
CCCCOc1nc2ccccc2nc1C(C#N)C(=O)NC1CCCCC1 (centres undefined) | . | 10% | i | 53 | 6% | 4% | 0.4% | 6% | 11% | 2.2 | 52
CCOc1ccccc1NC(=O)CN1C(=O)C(C)SC(C)C1=O (centres undefined) | 0.6% | 1.3% | i | 34 | -13% | 5% | 0.1% | 6% | 4% | 0.6 | 64
Cc1nc2ccccc2n1Cc1ccc(Br)cc1 | . | . | i | 30 | -1% | -4% | 2.8% | 3% | . | -0.2 | 60
Cc1ccc(S(=O)(=O)N2CCOCC2)cc1NC(=O)CSc1nnnn1C1CCCC1 | . | 0.0% | i | 16 | . | -5% | 1.5%[50 µM] | 3% | . | -1.8 | 84
O=C(COC(=O)c1n[nH]c2ccccc12)Nc1ccc([N+](=O)[O-])cc1 | 0.1% | 1.2% | i | 30 | 20% | -6% | 3.1% | 0% | -2% | -1.5 | 62
COc1ccc(C(=O)NCC(=O)OCC(=O)NCc2ccco2)cc1 | . | . | i | 24 | . | -9% | 1.4%[50 µM] | 8% | . | 5.2 | 52
Cc1n[nH]c(C)c1CCC(=O)N/N=C/c1cccc([N+](=O)[O-])c1 | -0.5% | -0.8% | i | 18 | 13% | . | . | . | 3% | 0.2 | 26
Oc1ccc(C2C(c3ccccc3)=NN=C(c3ccccc3F)N2O)c(O)c1 (centres undefined) | 0.0% | 4.6% | i | 22 | 8% | -6% | -0.1% | 13% | 14% | 2.7 | 80
OC(COc1cccc2ccccc12)CN1CCCC1 (centres undefined) | 0.9% | 1.0% | i | 43 | 3% | -6% | -0.9% | -11% | 5% | -1.7 | 67
CCC1(C)Cc2ccccc2-c2nc(-c3ccccc3)oc(=O)c21 (centres undefined) | 0.3% | ? | i | 14 | -1% | -9% | 0.8% | 5% | 2% | 4.9 | 78
Cc1ccc(C(=O)NC(C(=O)NC2CCCC2)c2ccccc2)cc1 (centres undefined) | -0.5% | 1.5% | i | 44 | 10% | . | 0.2% | 10% | -13% | 0.6 | 68
COc1ccc(NC(=S)N2CCN(Cc3ccccc3)CC2)cc1 | -0.4% | -0.9% | i | 60 | 3% | -6% | -1.0% | 3% | -4% | -0.5 | 41
CCOc1c(C)cnc2c1c(=O)n(Cc1c(F)cccc1Cl)c(=O)n2C | -1.4% | 5.8% | i | 38 | 19% | 3% | 0.2% | -1% | 3% | 3.6 | 66
O=C(CNC(=S)N(Cc1ccccc1)Cc1ccccc1F)NCc1ccc(Cl)cc1 | -1.3% | . | . | . | 11% | -4% | 0.1% | 4% | 5% | . | .
CCOCCCNC(=O)N[C@@H](Cc1ccccc1)C(=O)OC | -0.1% | 2.2% | i | 46 | 17% | -3% | 2.2% | 0% | -5% | -0.2 | 89
CCCOc1ccc(C(C)=O)cc1CN1CCOCC1 | 0.0% | 2.3% | i | 38 | 4% | 4% | -0.7% | -6% | 7% | 2.5 | 60
CCOC(=O)C1(S(=O)(=O)c2ccccc2)CCN(Cc2ccccc2)CC1 | -1.1% | 3.3% | i | 40 | 4% | 2% | 0.2% | 3% | 8% | 0.0 | 87 | Dengue-2 NS5 capping pilot replicate=2.9
CCn1nc(C(C)C(=O)O)c2ccccc2c1=O (centres undefined) | -0.4% | 1.3% | i | 22 | 4% | -3% | 0.5% | 8% | -11% | -0.2 | 48
CC(OC(=O)CCC(=O)c1cccs1)C(=O)Nc1ccc(Cl)cn1 (centres undefined) | -0.4% | 0.5% | i | 6 | 17% | 3% | 0.0% | 4% | 22% | -0.3 | 54
Cc1nonc1OCC(C)(COc1nonc1C)NC(=O)c1ccccc1 | -1.0% | 2.0% | i | 50 | 4% | 1% | 0.4% | 1% | 3% | -4.9 | 90 | Dengue-2 NS5 capping pilot replicate=0.3
COCCN(C(=O)COC(=O)CCc1ccccc1OC)c1c(N)n(Cc2ccccc2)c(=O)[nH]c1=O | . | -0.9% | i | 24 | 16% | 7% | 0.4%[50 µM] | -2% | -2% | 0.7 | 58
CC(NC(=O)C1CCN(C(=O)[C@@H]2Cc3ccccc3CN2)CC1)c1ccccc1 (some centres undefined) | -0.3% | 0.4% | i | 5 | 11% | -2% | 0.5% | 10% | -7% | 0.2 | 45
Cc1ccc(Nc2ncccc2C(N)=O)cc1 | 1.2% | -0.5% | i | 20 | 6% | 8% | 0.1% | 2% | 0% | -0.6 | 84
O=C(N/N=C/c1ccc(Cl)cc1Cl)c1ccc2nc[nH]c2c1 | -0.4% | 3.4% | i | 11 | 11% | -9% | 0.0% | 10% | -10% | 0.3 | 59
COc1ccc(NS(=O)(=O)c2cccc(C(=O)NNC(=O)c3ccc(C)o3)c2)cc1 | . | 1.3% | i | 42 | . | -8% | 0.9%[50 µM] | 1% | . | -0.6 | 45
O=C(COc1ccccc1N1C(=O)c2ccccc2C1=O)c1ccc(Cl)cc1 | -0.2% | -0.8% | i | 57 | 2% | 1% | 1.4% | 0% | -5% | -1.6 | 62
CSCC[C@H](NC(=O)COc1cc2c(c3oc(=O)c(C)c(C)c13)CCC(C)(C)O2)C(=O)O | 0.1% | 2.6% | i | 34 | 6% | -1% | -0.7%[50 µM] | 11% | 0% | 2.5 | 84
COCCCNC(=S)NNC(=O)c1ccoc1C | -0.2% | 1.2% | i | 49 | 14% | -3% | 0.5% | 2% | 3% | -0.8 | 71
